V1aR counter: agonists of human V1a receptor, primary screen, counter-screen for OXTR agonist project, fluorescence, CHO-V1R cells. Fluo-8 calcium fluorescence, agonist mode; 0% DMSO, 100% 3 nM vasopressin. AID 2797, 2010. 320,000 compounds, 0.25% hits. activation, % at 3 µM;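 active means activation above the mean activation of all tested compounds plus 3 SD, per screening run, cut at about 20% in these data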;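 further: signal is peak over basal fluorescence ratio across a 100 second FLIPR read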
Target sequence (P37288 whole entry, looked up): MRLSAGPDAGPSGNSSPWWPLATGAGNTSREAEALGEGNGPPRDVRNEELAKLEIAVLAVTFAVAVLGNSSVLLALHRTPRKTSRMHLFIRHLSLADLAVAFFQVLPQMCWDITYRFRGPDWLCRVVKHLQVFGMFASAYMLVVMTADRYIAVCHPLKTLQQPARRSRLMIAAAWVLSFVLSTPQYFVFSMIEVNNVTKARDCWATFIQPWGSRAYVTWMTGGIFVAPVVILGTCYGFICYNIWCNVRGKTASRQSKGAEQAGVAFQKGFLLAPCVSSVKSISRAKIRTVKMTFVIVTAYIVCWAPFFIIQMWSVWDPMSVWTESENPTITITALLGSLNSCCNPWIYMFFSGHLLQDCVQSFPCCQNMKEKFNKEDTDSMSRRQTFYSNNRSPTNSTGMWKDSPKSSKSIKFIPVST
M1 antag: human M1 muscarinic receptor antagonists, primary screen, CHO-K1 cells, Fluo-8 calcium fluorescence, 1536-well; CHO-K1 hM1, ACh EC80 antagonist; 360,000 compounds, 1.3% hits; Muscarinic acetylcholine receptor M1 (Homo sapiens), P11229; inhibition, % at 3 µM; AID 588852, 2011;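 active means percent inhibition above its own plate's cutoff, namely the mean of that plate's compound wells plus 3 SD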;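 further: peak over basal fluorescence ratio during 140 s after agonist addition; 0% = ACh EC80 plus DMSO and 100% = DMSO alone without agonist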
Target sequence (P11229 whole entry, looked up): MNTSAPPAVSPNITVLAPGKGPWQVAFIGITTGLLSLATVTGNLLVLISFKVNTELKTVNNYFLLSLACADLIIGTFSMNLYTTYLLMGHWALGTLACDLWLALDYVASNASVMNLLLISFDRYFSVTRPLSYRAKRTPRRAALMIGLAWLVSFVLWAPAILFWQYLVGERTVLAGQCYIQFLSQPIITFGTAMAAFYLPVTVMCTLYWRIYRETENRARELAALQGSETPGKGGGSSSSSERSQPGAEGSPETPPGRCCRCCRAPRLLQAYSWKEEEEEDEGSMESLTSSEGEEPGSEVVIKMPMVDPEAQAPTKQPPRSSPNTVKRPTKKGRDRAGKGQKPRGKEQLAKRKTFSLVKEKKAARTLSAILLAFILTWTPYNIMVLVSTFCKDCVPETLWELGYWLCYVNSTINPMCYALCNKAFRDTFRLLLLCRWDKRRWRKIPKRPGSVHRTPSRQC
OXTR potentiator: human OXTR potentiators, primary screen, fluorescence, CHO-OTR cells, Fluo-8 calcium; Fluo-8 calcium fluorescence, potentiator mode; 0% = oxytocin EC15, 100% = EC100; 320,000 compounds, 0.061% hits; Oxytocin receptor (Homo sapiens), P30559; activation, % at 3 µM;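 active means activation above that plate's cutoff, the mean activation of tested compounds plus 3 SD, cut at about 6.6% in these data, passing the limit was not always enough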;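 further: 100% uses oxytocin at 75 nM as the full agonist control; some results filed as inactive read as strong as hits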
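Assay system: CHO-OTR cells, human receptor / Also added: oxytocin at about EC15, sub-maximal agonist stimulus / Dosing: single dose, 3.0 µM nominal final compound concentration / Incubation: 6 min pre-incubation, 100 s read / Technique: Fluo-8 calcium dye fluorescence / Read-out: % activation vs EC15 and EC100 oxytocin / Benchmarks: EC15 oxytocin low, 75 nM oxytocin high / Replicates: singlicate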
TAAR1 antagonist: human TAAR1 antagonists, primary screen, Fluo-8 calcium fluorescence, CHO RD-HGA16 cells. Trace amine-associated receptor 1 (Homo sapiens), Q96RJ0. antagonist. inhibition, % at 3 µM. 360,000 compounds, 1.5% hits;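 active means inhibition above a per-plate cutoff, the mean inhibition of test compounds on that plate plus 3 SD, cut at about 49% in these data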;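 further: 0% = DMSO plus EC80 beta-PEA response and 100% = DMSO alone without agonist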
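Test system: RD-HGA16 CHO cells with stable hTAAR1 and Gα16 / Probe or stimulus: EC80 β-phenethylamine stimulus / Times: seeding 17-24 h prior, 75-min 37 °C, 30-min RT dye loading / Detection: Fluo-8 calcium-sensitive fluorescence / Read-out basis: % inhibition scaled between DMSO and EC80 PEA controls / Repeats: singlicate, one well per test compound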
M1 ag: human M1 muscarinic receptor agonists, primary screen, Fluo-8 calcium fluorescence, CHO-K1 cells, HTS | 360,000 compounds, 0.33% hits | CHO-K1 hM1, agonist mode; 0% DMSO, 100% acetylcholine EC100 | activation, % at 3 µM;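 active means activation above the run's mean compound activation plus 3 SD, cut at about 16% in these data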;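 further: peak over basal fluorescence ratio within a 140 s kinetic read after compound addition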
CHO parental Ca: ATP-evoked calcium signal inhibitors, parental CHO, primary screen, counter-screen for OX1R antagonist project, cell-based, fluorescence, Fluo-8 calcium dye; 330,000 compounds, 0.63% hits; inhibition, % at 5.6 µM; parental CHO-K1, ATP-induced calcium, Fluo-8 fluorescence;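 active means inhibition above that plate's mean sample inhibition plus 3 SD, cut at about 26% in these data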;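 further: 0% = ATP-challenged DMSO wells and 100% = DMSO wells without ATP; some compounds past the cut are filed as inactive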
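material = parental CHO cells | also added = ATP as calcium-mobilizing challenge | dosing = single point at 5.6 µM | detection = intracellular calcium via Fluo-8 no-wash fluorescent dye | read-out = % inhibition | benchmarks = low control ATP plus DMSO, high control DMSO only | repeats = one well per compound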
M1 PAM: human M1 muscarinic receptor positive allosteric modulators, primary screen, CHO-K1 cells, Fluo-8 calcium fluorescence, 1536-well | Muscarinic acetylcholine receptor M1 (Homo sapiens), P11229 | CHO-K1 hM1, ACh EC20; 0% = ACh EC20, 100% = maximal ACh | activation, % at 3 µM | 360,000 compounds, 0.088% hits | AID 588819, 2011; in the data active means activation above about 19%, passing the limit was not always enough
TAAR1 agonist: human TAAR1 agonists, primary screen, Fluo-8 calcium fluorescence, CHO RD-HGA16 cells; 360,000 compounds, 0.99% hits; activation, % at 3 µM; Trace amine-associated receptor 1 (Homo sapiens), Q96RJ0; AID 624467, 2012; vehicle wells 0%, saturating PEA agonist 100%;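 active means activation above the mean activation of all test compounds in the run plus 3 SD, cut at about 38% in these data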
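System: CHO-derived RD-HGA16 cells with stable Gα16 and human TAAR1 / Times: 17-24 h plating, Fluo-8 75 min 37 °C, 30 min RT / Technique: calcium-sensitive Fluo-8 signal, excitation 470-495, emission 515-575 nm / Measure: % activation relative to PEA EC100 response / Benchmarks: DMSO and PEA EC100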
OXTR agonist: human OXTR agonists, primary screen, fluorescence, CHO-OTR cells, Fluo-8 calcium. Fluo-8 calcium fluorescence; normalized: DMSO 0%, oxytocin 100%. Oxytocin receptor (Homo sapiens), P30559. 320,000 compounds, 0.32% hits. activation, % at 3 µM. AID 2435, 2010;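 active means activation above the mean of all tested compounds plus 3 SD, cutoff set per screening run, cut at about 20% in these data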;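 further: peak over basal fluorescence ratio from a 100 s FLIPR kinetic read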
* = called active by the depositor; . = not tested or not shown.

Sample of the layout, six compounds:
SMILES	V1aR counter	M1 antag	OXTR potentiator	TAAR1 antagonist	M1 ag	CHO parental Ca	M1 PAM	TAAR1 agonist	OXTR agonist
CCNC(=O)NC(=O)CSc1nnc(-c2c[nH]c3ccccc23)o1	0.3	-12.9	-11.1	-8.4	3.0	0.4	11.0	2.2	2.2
COc1ccc(/C=N/OC/C(O)=C(\C#N)c2nc3ccccc3[nH]2)cc1	0.1	-2.9	-11.2	17.6	-5.1	-14.4	4.4	2.2	-0.8
N#Cc1c(N)nc2c(c1-c1ccc(F)cc1)c(=O)nc1sccn12	0.3	2.5	-1.6	-1.8	-8.0	-11.9	-0.3	-1.0	1.4
Cc1cccc(C2=NN(c3ccc(Br)cc3)[C@@H](C(=O)N3CCOC3=O)[C@@H]2C)c1	.	3.4	.	-12.8	-4.5	-4.4	-3.3	-0.8	.
COc1ccc(C(=O)NNC(=O)Cn2nnc(-c3ccc(OC)c(OC)c3)n2)cc1	0.8	-10.4	3.2	-5.1	-3.0	-9.2	6.8	6.0	0.7
Cc1ccc(Nc2ccc([N+](=O)[O-])ccc2=O)cc1	3.9	-3.8	-11.2	-6.4	-1.0	-14.9	12.9	-2.0	-4.3

Results, repeating the preview:
SMILES	V1aR counter	M1 antag	OXTR potentiator	TAAR1 antagonist	M1 ag	CHO parental Ca	M1 PAM	TAAR1 agonist	OXTR agonist
CCNC(=O)NC(=O)CSc1nnc(-c2c[nH]c3ccccc23)o1	0.3	-12.9	-11.1	-8.4	3.0	0.4	11.0	2.2	2.2
COc1ccc(/C=N/OC/C(O)=C(\C#N)c2nc3ccccc3[nH]2)cc1	0.1	-2.9	-11.2	17.6	-5.1	-14.4	4.4	2.2	-0.8
N#Cc1c(N)nc2c(c1-c1ccc(F)cc1)c(=O)nc1sccn12	0.3	2.5	-1.6	-1.8	-8.0	-11.9	-0.3	-1.0	1.4
Cc1cccc(C2=NN(c3ccc(Br)cc3)[C@@H](C(=O)N3CCOC3=O)[C@@H]2C)c1	.	3.4	.	-12.8	-4.5	-4.4	-3.3	-0.8	.
COc1ccc(C(=O)NNC(=O)Cn2nnc(-c3ccc(OC)c(OC)c3)n2)cc1	0.8	-10.4	3.2	-5.1	-3.0	-9.2	6.8	6.0	0.7
Cc1ccc(Nc2ccc([N+](=O)[O-])ccc2=O)cc1	3.9	-3.8	-11.2	-6.4	-1.0	-14.9	12.9	-2.0	-4.3
CSc1ccc(S(=O)(=O)NCC(=O)OCC(=O)NCCc2ccccc2)cc1[N+](=O)[O-]	-0.7	-5.8	-9.9	-18.4	-1.7	-19.3	7.1	3.8	0.1
COC(=O)c1ccc(CN2CCc3ccccc32)cc1	-1.3	-5.2	-5.1	0.5	-3.7	-4.1	6.3	5.5	-2.0
CCOC(=O)Cc1csc(NC(=O)Nc2cccc(Cl)c2)n1	11.5	7.8	-18.0	25.3	0.5	5.6	-10.3	19.7	12.0
C=CCn1c(-c2csc(-c3ccc(OC)c(OC)c3)n2)n[nH]c1=S	-1.7	-12.9	-9.6	-15.7	1.0	72.2*	10.5	0.2	-2.9
CO/N=C(/C)CCS(=O)(=O)c1ccccc1	0.6	10.2	2.5	8.0	-5.8	-3.6	-6.2	6.1	0.9
CCN1C(=O)CSc2ccc(C(=O)NCc3ccco3)cc21	0.1	4.3	-0.6	-1.8	-4.4	-1.9	-0.1	7.3	0.0
O=S(=O)(c1ccc(NC2CCCc3ccccc32)nc1)N1CCOCC1 (configuration not stated)	6.0	9.2	-7.6	6.3	-2.1	-14.5	5.3	6.8	6.9
COc1ccc(NC(=O)c2sc(SC)nc2N)cc1	-0.3	-3.7	2.5	-3.9	-6.6	-14.3	5.5	-1.2	-0.9
CC(=O)Oc1ccc(NC(=O)CCC2CCCCC2)c(C(=O)O)c1	0.4	-34.7	-3.9	-19.9	-1.4	4.0	12.8	14.2	-0.8
Cc1ccc(C(=O)Nc2cccc(C(O)c3ccccc3)c2)cc1 (configuration not stated)	0.0	-14.0	0.7	-30.3	-4.8	-17.4	4.5	-0.5	-2.4
CCOc1ccc(-c2nn3c(-c4ccc(F)cc4)nnc3s2)cc1	5.4	-12.4	-4.7	1.7	-0.9	-6.7	4.2	1.1	0.0
Cc1c(C(=O)N(CCc2ccccc2)Cc2ccccc2)cccc1[N+](=O)[O-]	1.5	-1.5	-3.5	-11.0	-5.0	-25.1	8.6	0.0	0.9
CCOC(=O)c1oc2ccccc2c1NC(=O)Cc1cccs1	-0.2	4.6	1.6	17.0	-7.7	-33.1	2.8	6.6	-1.7
CC1/C(=N/O)C(CN(C)C)C2CC1C2(C)C (configuration not stated)	0.7	-5.7	-7.5	4.2	-4.9	17.0	1.6	0.7	0.5
COc1ccc(N(C(=O)CNC(=O)c2ccco2)C(C(=O)NC2CCCCC2)c2cccnc2)cc1 (configuration not stated)	-0.6	12.6	-5.6	-2.1	-2.2	-15.3	1.4	6.1	0.1
CN1C(=O)C2(OCC(CO)([N+](=O)[O-])CO2)c2ccccc21 (configuration not stated)	0.9	-13.3	-3.9	-16.5	-3.0	-3.3	16.9	-1.3	2.1
CC1CN=C(N(Cc2ccccc2)C(=O)Nc2ccccc2)S1 (configuration not stated)	1.3	5.5	-14.0	0.4	-6.3	-0.6	-3.7	11.6	-0.1
COc1ccc(CNC(=O)CN2C(=O)NC(C)(c3cccc(Br)c3)C2=O)cc1 (configuration not stated)	2.6	-20.9	-7.2	-0.5	-0.8	-22.9	10.1	1.5	0.3
Cc1cc(C(=O)N/N=C/c2ccc(O)c(O)c2O)c(C)n1-c1ccccc1	.	-20.4	.	-3.5	0.0	.	14.8	-1.9	.

(listing goes on)
SMILES	V1aR counter	M1 antag	OXTR potentiator	TAAR1 antagonist	M1 ag	CHO parental Ca	M1 PAM	TAAR1 agonist	OXTR agonist
O=C(/C=C/c1cccc(F)c1)Nc1ccc(S(=O)(=O)Nc2ncccn2)cc1	0.8	-7.3	-1.6	-7.0	-4.5	-15.0	5.8	0.1	0.2
O=C(NCc1cccc(Br)c1)C1CC(c2cc(C(F)(F)F)cc(C(F)(F)F)c2)=NO1 (configuration not stated)	0.5	5.3	-8.2	-7.7	1.2	-13.1	2.6	3.8	-0.8
CCOC(=O)Cn1cc(/C=N/NC(=O)CC#N)c2ccccc21	0.0	5.0	-10.2	4.8	-1.4	-1.1	0.5	0.4	1.6
Cn1cccc1C(=O)OCc1ccc(C(C)(C)C)cc1	-0.3	5.2	-4.3	-4.1	-11.6	0.5	-10.1	-4.2	-0.9
CCn1ncc2c1C(=O)NC1c3ccccc3C(=O)N21 (configuration not stated)	2.5	4.5	-2.9	18.1	-0.5	-13.5	1.5	11.2	1.0
COc1ccc(-c2csc(NC(=O)CCCc3cccs3)n2)cc1	0.9	1.7	-6.0	-5.7	-4.8	-4.3	2.1	-0.1	0.4
COC(=O)c1ccc(C(=O)OC)c(NC(=O)C2CC2)c1	-0.5	-3.1	0.5	-0.3	-6.4	-7.7	6.1	0.8	-1.8
Cc1ccc(CN2CCC(n3nccc3NC(=O)c3ccccc3C)CC2)o1	-0.3	-3.3	-3.4	-23.1	-3.2	-19.4	5.6	0.9	-0.4
Cc1cc(C)n(C(=O)c2cc([N+](=O)[O-])cc([N+](=O)[O-])c2)n1	1.0	2.1	0.8	-19.2	-2.4	6.4	-0.5	-2.0	-0.5
COc1ccc(-c2ocnc2C(=O)N2CCN(Cc3cccnc3)CC2)cc1	-1.6	-3.9	-6.7	-40.2	-4.1	-13.2	2.7	-1.2	-2.2
COc1ccccc1NC(=O)CN1CCN(C2c3ccccc3-c3ccccc32)CC1	1.2	3.5	-7.9	29.6	6.1	-64.6	-0.3	9.0	1.3
NC1(CO)COC(c2ccccc2)OC1 (configuration not stated)	.	-7.2	.	-14.1	-1.9	.	0.0	0.4	.
O=C(NCCCN1CCCC1=O)NC12CC3CC(CC(C3)C1)C2	0.9	-14.2	-11.0	2.2	-2.8	8.3	7.5	13.2	-0.4
CC(=O)Nc1ccc(NC(=O)CCCN2C(=O)c3ccccc3C2=O)cc1	-0.5	15.4	-8.2	-6.3	-0.6	-0.3	1.4	0.5	-0.2
Cc1cc(S(=O)(=O)NCC(c2ccc(F)cc2)N2CCN(C)CC2)ccc1F (configuration not stated)	0.2	-0.1	-4.7	-14.0	-6.7	6.3	-0.3	4.9	5.1
CCCCc1cc(=O)oc2cc(C)cc(OC(C)C(=O)O)c12 (configuration not stated)	0.8	-1.6	-4.6	13.3	-4.3	-3.0	8.8	4.1	0.2
Cc1nc2ccccc2nc(C)c1=NOCc1ccccc1Cl	0.9	-7.4	-10.0	-6.1	-7.0	-3.0	7.8	8.3	-1.2
Cc1c(/C=C(\C#N)C(=O)NCc2ccccc2)cc(C#N)n1C	-0.3	-17.5	-11.7	-8.2	-2.4	-13.1	11.5	3.5	-0.7
Cc1ccc(-c2nnnn2-c2ccc(C)cc2)cc1	-1.1	2.7	-21.5	-0.5	-13.7	-7.3	6.9	11.2	-1.9
Cc1ccccc1C(=O)N1CCC(C(=O)NC2CCCCC2)CC1	0.7	-4.8	-1.6	-2.5	-3.9	-0.3	6.8	-1.1	0.0
Cc1c(Cl)c([N+](=O)[O-])nn1CC(=O)Nc1c(C)n(C)n(-c2ccccc2)c1=O	1.0	27.7*	5.5	-0.8	-5.6	-4.0	-12.2	6.9	-0.4
C/C(CC(=O)Nc1ccc(N(C)C)cc1)=N\NC(=O)c1ccc([N+](=O)[O-])cc1Cl	0.2	6.5	-11.2	-14.5	-5.4	-3.5	0.1	1.5	-0.4
COC(=O)C1(C)NC(c2ccco2)C2C(=O)N(c3ccc(C)cc3)C(=O)C21 (configuration not stated)	-0.1	-13.4	-9.4	-3.2	-3.2	-7.6	9.7	12.8	1.0

Screening data as filed in PubChem BioAssay.
